# Assay outcomes deposited in PubChem by several laboratories.
# ABCB6 inh 2 – human ABCB6 transporter inhibition | Q9NP58 | K562-ABCB6 porphyrin accumulation, flow cytometry, 1 h; hits give low values | fluorescence ratio to DMSO, % at 10 µM | actives 0.19% (n = 360,000);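 active = fluorescence ratio to DMSO below 75%, the collection mean minus 3 SD; inconclusive = too few cells collected in the well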;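 also: signal is porphyrin accumulated inside mitochondria; 100% equals median channel fluorescence of DMSO control wells; lower ratio means ABCB6 inhibition with less porphyrin fluorescence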
# Target sequence (Q9NP58 whole entry, looked up): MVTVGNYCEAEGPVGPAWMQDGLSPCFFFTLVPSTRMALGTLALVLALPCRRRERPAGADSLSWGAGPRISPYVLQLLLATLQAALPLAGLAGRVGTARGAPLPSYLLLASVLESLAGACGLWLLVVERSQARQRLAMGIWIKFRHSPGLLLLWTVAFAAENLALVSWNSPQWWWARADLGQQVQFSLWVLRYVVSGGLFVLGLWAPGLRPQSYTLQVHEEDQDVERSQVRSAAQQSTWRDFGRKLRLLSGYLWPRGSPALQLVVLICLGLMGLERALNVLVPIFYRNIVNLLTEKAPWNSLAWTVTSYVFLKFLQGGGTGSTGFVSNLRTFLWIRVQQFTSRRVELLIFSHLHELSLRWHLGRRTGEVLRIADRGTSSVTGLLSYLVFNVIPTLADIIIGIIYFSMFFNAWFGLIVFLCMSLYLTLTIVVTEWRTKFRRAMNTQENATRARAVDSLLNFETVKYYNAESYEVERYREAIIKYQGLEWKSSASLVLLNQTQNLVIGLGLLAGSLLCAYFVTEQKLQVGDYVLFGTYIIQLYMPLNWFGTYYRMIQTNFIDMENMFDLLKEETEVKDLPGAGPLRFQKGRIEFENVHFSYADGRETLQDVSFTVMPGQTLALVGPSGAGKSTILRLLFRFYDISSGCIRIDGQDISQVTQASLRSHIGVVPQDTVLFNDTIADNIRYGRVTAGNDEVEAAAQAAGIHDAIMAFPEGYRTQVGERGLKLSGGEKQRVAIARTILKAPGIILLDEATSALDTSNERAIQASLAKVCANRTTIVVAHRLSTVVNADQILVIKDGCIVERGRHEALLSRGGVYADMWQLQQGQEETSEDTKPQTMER
# Glyco luc inh – blocks N-linked glycosylation in D54 reporter cells; actives 0.23% (n = 360,000); AID 588692; D54 ERlucT glycosylation luciferase reporter, 24 h; percent of 100 nM tunicamycin response; reporter increase, % at 12.5 µM;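 active = mean luciferase reporter signal, scaled so untreated is 0 and the glycosylation-blocking control 100, at or above a set limit in every replicate; inconclusive = mean reaches the limit but not every replicate does; inactive = mean below the limit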;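 also: luciferase carries N-glycosylation sites so blocking glycosylation raises the light; 0% = median of neutral control wells and 100% = median of 100 nM tunicamycin wells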
# H9c2 protect – modulators protecting cardiomyocytes from myocardial damage; H9c2 cardiomyocytes, H2O2 injury protection, ATPLite, 2 h; protection from H2O2 cell death, % at 20 µM; actives 0.63% (n = 360,000); AID 588492;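 active = compounds giving at least 50% protection of heart cells from peroxide-induced death in the single-dose screen, raw or plate-pattern-corrected value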;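 also: 0% = DMSO wells with peroxide and 100% = DMSO wells without peroxide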
# HTR2A ag – mouse HTR2A agonism via beta-arrestin recruitment; P35363; CHO-K1 mHTR2A beta-arrestin complementation, luminescence; percent of 30 µM serotonin response; AID 624169; actives 0.66% (n = 360,000); activation, % at 7.6 µM;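 active = activation above a run cutoff, the mean activation of all tested compounds plus 3 SD, cut at about 14% in these data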;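 also: 0% = plate median of compound wells and 100% = 30 µM serotonin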
# MC4R ag barr – agonists of human melanocortin 4 receptor (MC4R) beta-arrestin. U2OS MC4R beta-arrestin complementation, luminescence; percent of melanotan II response, DMSO zero. activation, % at 8.9 µM. actives 0.98% (n = 360,000). AID 540308. P32245;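 active = activation above a per-plate cutoff, the mean activation of sample wells on that plate plus 3 SD, cut at about 8% in these data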
# ABHD5-PLIN5 inh – inhibitors of human ABHD5-perilipin-5 interaction | Q00G26+Q8WTS1 | Split G. princeps luciferase complementation, luminescence, 4 h | inhibition, % at 4 µM | actives 0.78% (n = 360,000);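 active = inhibition above the mean inhibition across every tested compound plus 3 SD, cut at about 22% in these data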;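 also: 0% = DMSO only wells and the 100% control is not disclosed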
# MC4R antagonist – antagonists of human melanocortin 4 receptor (MC4R); MC4R-expressing cells, MTII-stimulated cAMP, LANCE TR-FRET; inhibition, % at 6.5 µM; actives 0.48% (n = 360,000);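 active = inhibition above its plate's cutoff, the mean of tested wells on that plate plus 3 SD, cut at about 29% in these data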;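 also: 0% = Melanotan II alone and 100% = Melanotan II plus saturating MCL0020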
#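 system = U2OS cells with stable human MC4R expression | also added = Melanotan II challenge after compound preincubation | dosing = one concentration, 6.5 µM nominal | incubation = compound 30 min, challenge 1 h, detection 1 h | measured by = TR-FRET with Eu-cAMP and labeled anti-cAMP, 671 nm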
# aDG glyco up – increases alpha dystroglycan glycosylation; activation, % at 10 µM; Pro5-aDG cells, alpha-DG glycosylation AlphaScreen (IIH6); 0% Pro5, 100% B10-LARGE cell signal; actives 0.22% (n = 360,000); AID 624168;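 active = activation of at least 8% versus controls, or a plate z-score of at least 8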;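 also: Pro5 are CHO cells carrying HIG-tagged alpha-DG that lacks glycosylation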
# Exocytosis inh – lytic granule exocytosis inhibition; TALL-104 LAMP-1 surface exposure, flow cytometry; cells stimulated with thapsigargin and PMA; inhibition, % at 10 µM; actives 0.66% (n = 360,000);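 active = inhibition above about 55%, limit read from the data; inconclusive = no clear call, values can overlap the other calls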
# iPSC survival up – increases survival of single human iPS cells. hiPSC single-cell survival, ATPlite luminescence; 100% = ROCK inhibitor wells, 0% = DMSO. AID 602274. survival enhancement, % at 20 µM. actives 0.044% (n = 360,000); in the data active = survival enhancement above about 18%;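 also: cells exposed to compounds for 16 hours before the ATP read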
# Numbers without * were called inactive; ? = inconclusive.
1) COc1ccc(-c2noc(CN3CCCC(OCc4ccccn4)C3)n2)cc1 (stereo not drawn)
2) c1ccc(Cn2nnc3c(NCc4ccc5c(c4)OCO5)nc(C4CC4)nc32)cc1
3) C=CCNCCCCOc1c(Cl)cc(C)cc1Br
4) C/C(=N/N1CCN(Cc2cccc3ccccc23)CC1)c1ccco1
5) O=C(c1cccs1)C1C(c2ccc(Br)cc2)NC(=S)NC1(O)C(F)(F)F (stereo not drawn)
6) c1ccc(-c2nc(CSc3nnnn3-c3ccccc3)cs2)cc1
7) Cc1cc(/C=N/NC(N)=O)c(C)n1-c1ccc(F)cc1
8) COc1ccc(CC(=O)Nc2ccccc2C(=O)N2CCOCC2)cc1OC

screen / no.	1	2	3	4	5	6	7	8
ABCB6 inh 2	98	115	96	98	99	96	81	101
Glyco luc inh	1	1	2	-3	-3	-2	-1	1
H9c2 protect	-2	-2	3	1	-2	-7	6	-7
HTR2A ag	4	4	-1	-7	-3	-1	2	1
MC4R ag barr	-1.3	-1.0	-1.5	-2.3	-2.5	0.8	-0.1	-1.8
ABHD5-PLIN5 inh	-3	0	3	-27	-10	5	-1	-5
MC4R antagonist	3	0	2	-4	6	11	-17	2
aDG glyco up	0.0	0.5	2.5	-0.1	-0.1	0.1	-0.3	0.1
Exocytosis inh	-6	-1	1	8	-3	-2	0	3
iPSC survival up	-0.8	1.3	-0.3	-0.5	1.2	-0.3	0.4	-3.0

# 4 compounds out of the list, arranged by length of the SMILES, ascending.
7) Cc1cc(/C=N/NC(N)=O)c(C)n1-c1ccc(F)cc1
4) C/C(=N/N1CCN(Cc2cccc3ccccc23)CC1)c1ccco1
8) COc1ccc(CC(=O)Nc2ccccc2C(=O)N2CCOCC2)cc1OC
2) c1ccc(Cn2nnc3c(NCc4ccc5c(c4)OCO5)nc(C4CC4)nc32)cc1

screen / no.	7	4	8	2
ABCB6 inh 2	81	98	101	115
Glyco luc inh	-1	-3	1	1
H9c2 protect	6	1	-7	-2
HTR2A ag	2	-7	1	4
MC4R ag barr	-0.1	-2.3	-1.8	-1.0
ABHD5-PLIN5 inh	-1	-27	-5	0
MC4R antagonist	-17	-4	2	0
aDG glyco up	-0.3	-0.1	0.1	0.5
Exocytosis inh	0	8	3	-1
iPSC survival up	0.4	-0.5	-3.0	1.3

# (more compounds)
9) COc1cc2[nH]c(C(=O)N(C)C3CCS(=O)(=O)C3)cc2c(OC)c1OC (stereo not drawn)
10) S=C(Nc1ccc(Cl)cc1Cl)Nn1cnnc1
11) Cc1c(CN2CCC(Oc3ccc(C(=O)N4CCCCC4)cc3)CC2)cnn1C
12) CSc1ccccc1NC(=O)CN(C)CC(=O)c1c(C)[nH]c2ccccc12
13) CCC(=O)N1c2ccccc2NC2=C(C(=O)CC(C)(C)C2)C1c1cccnc1 (stereo not drawn)
14) N#CC(c1ccc(Cl)cc1)(c1ncc(C(F)(F)F)cc1Cl)N1CCOCC1 (stereo not drawn)
15) CSc1ccc(/C=N/NC(=O)CN2CCN(Cc3ccccc3)CC2)cc1
16) O=C(NNC(=O)c1cc(-c2ccncc2)nc2ccccc12)c1ccccc1F

screen / no.	9	10	11	12	13	14	15	16
ABCB6 inh 2	95	100	?	100	84	106	101	102
Glyco luc inh	3	0	1	2	-1	-4	0	2
H9c2 protect	1	1	2	1	2	-5	-1	3
HTR2A ag	3	1	0	-2	1	-5	-1	-3
MC4R ag barr	-1.1	-1.4	-1.0	-4.1	-3.6	3.4	-1.7	-2.4
ABHD5-PLIN5 inh	5	-14	-3	10	-1	5	1	-3
MC4R antagonist	4	-5	3	-3	-3	5	5	1
aDG glyco up	0.0	0.3	-0.3	0.3	0.2	-0.2	-0.1	0.1
Exocytosis inh	0	-2	-7	7	0	1	0	-2
iPSC survival up	0.0	0.6	-0.2	-0.5	1.7	-1.1	-0.3	-0.4

17) Cc1cc(NS(=O)(=O)c2ccc(NC(=O)CSc3nnc(-c4ccco4)n3Cc3ccco3)cc2)nc(C)n1
18) Cc1ccc(CN(c2ccc(C(=O)NCC3CCCO3)cc2)S(C)(=O)=O)cc1 (stereo not drawn)
19) Cc1nn(C)c(C(=O)N/N=C/c2cccc3ccccc23)c1Cl
20) O=C(NCc1cccnc1)c1cc(C2CCCN(C(=O)c3cccc(O)c3)C2)on1 (stereo not drawn)
21) O=C(O)C1C2C=CC(C2)C1C(=O)NCc1cccc(Cl)c1 (stereo not drawn)
22) CCc1c(O)nc(SCC(=O)Nc2ccccc2)n(-c2ccccc2C)c1=O
23) Cc1cc(C)nc(NC(=O)Nc2ccccc2C(F)(F)F)n1
24) Cc1nn(-c2ccccc2)c(C)c1/C=C/C(=O)OCC(=O)NC1CCS(=O)(=O)C1 (stereo not drawn)

screen / no.	17	18	19	20	21	22	23	24
ABCB6 inh 2	95	92	106	98	96	94	95	99
Glyco luc inh	1	1	4	1	0	3	19	2
H9c2 protect	3	1	34	-3	-2	5	1	-6
HTR2A ag	4	-1	2	-1	4	5	-3	0
MC4R ag barr	-1.3	-3.3	0.5	-2.5	-0.5	0.2	0.8	0.4
ABHD5-PLIN5 inh	-2	-1	3	8	-3	11	-5	2
MC4R antagonist	-9	-4	10	8	14	1	0	-8
aDG glyco up	0.0	-0.2	0.2	0.3	0.0	-0.3	0.2	-0.3
Exocytosis inh	0	-1	0	5	-10	-2	-1	-3
iPSC survival up	-3.0	2.5	-1.1	-2.4	-0.6	-0.9	-0.6	-0.2

25) Cc1nc2nc(CSc3nc4ccccc4s3)cc(=O)n2[nH]1
26) COc1ccc(NC(=O)c2cc(-c3ccc(C)o3)nc3ccccc23)c(OC)c1
27) COc1ccc(OCC(=O)NCc2nc(-c3ccccc3)no2)cc1
28) Cc1cc(C)nc(SCC(=O)NN=C2CCCC2)n1
29) CCOC(=O)c1c2c(c(=S)n(-c3ccccc3)c1N)CCC2
30) O=C(NCc1ccccc1)c1ccc(=O)oc1
31) COC(=O)c1c(NC(C)=O)sc(C(=O)N2CCOCC2)c1C
32) COc1cccc(COC(=O)C2CC(=O)N(Cc3ccco3)C2)c1OC (stereo not drawn)

screen / no.	25	26	27	28	29	30	31	32
ABCB6 inh 2	101	94	97	94	91	103	99	97
Glyco luc inh	2	-1	1	-1	2	0	2	0
H9c2 protect	-1	4	-8	8	1	-4	4	-1
HTR2A ag	-3	-1	1	8	8	5	-8	4
MC4R ag barr	-2.5	1.3	2.0	7.0	0.2	1.2	0.5	-1.6
ABHD5-PLIN5 inh	-1	5	3	4	-7	-2	7	8
MC4R antagonist	-2	12	4	22	0	4	25	7
aDG glyco up	0.0	-0.2	0.0	-0.2	-0.1	0.0	0.0	0.2
Exocytosis inh	-2	11	-4	-3	-4	20	10	-6
iPSC survival up	1.5	-0.6	-2.3	-1.0	18	-0.2	-0.1	0.0

33) COc1ccc(CCC(=O)Nc2ccc(-c3noc(-c4ccc(OC)c(OC)c4)n3)cc2)cc1
34) Cn1c(SCc2ccccc2)nc(C(F)(F)F)cc1=O
35) COc1ccc(S(=O)(=O)N2CCN(Cc3cc(OC)c(OC)c(OC)c3)CC2)cc1
36) Cc1oc(-c2ccccc2Cl)nc1Cn1cccc1C1=NC(c2ccccc2)CO1 (stereo not drawn)
37) Cc1cc2c(N=NC(=O)CCc3ccccc3)c(O)[nH]c2cc1Br
38) Cc1cccc(NC(=O)CN(C)S(=O)(=O)c2ccc3c(c2)n(C)c(=O)c(=O)n3C)c1C
39) COc1ccccc1OCC(O)CN1CCOCC1 (stereo not drawn)
40) O=C(COc1ccc2cc(Br)ccc2c1Br)N1CCOCC1

screen / no.	33	34	35	36	37	38	39	40
ABCB6 inh 2	95	107	105	96	99	99	102	101
Glyco luc inh	-2	-2	0	-12	0	-1	1	-2
H9c2 protect	-22	3	-3	-25	-7	2	1	-3
HTR2A ag	-2	-2	-3	-4	-2	1	1	7
MC4R ag barr	-0.3	2.5	-1.8	0.6	7.8	-2.2	-2.2	-2.3
ABHD5-PLIN5 inh	-3	-5	2	3	7	-4	0	9
MC4R antagonist	-20	25	-3	8	-18	5	5	3
aDG glyco up	0.4	-0.1	0.0	0.6	-0.1	0.2	0.1	0.3
Exocytosis inh	-3	3	-2	-1	-3	4	-2	2
iPSC survival up	2.2	3.6	-0.6	5.2	0.6	0.1	-0.3	-0.3

41) CCCCOc1ccc(C2C(C(=O)c3cccs3)=C(O)C(=O)N2CCN2CCOCC2)cc1 (stereo not drawn)
42) CCOc1ccc(-n2cc(-c3ccccc3)c3c(N4CCOCC4)ncnc32)cc1
43) Cc1cc(C)n(-c2cc(-n3nc(C)cc3C)ncn2)n1
44) Cc1cc(C(=O)COC(=O)c2ccc3c(c2)OCO3)c(C)n1CC1CCCO1 (stereo not drawn)
45) O=C1C=C(NNC(=O)c2cccnc2)CC(c2ccco2)C1 (stereo not drawn)
46) COCCn1c(SCc2ccc(C)cc2)nc2c1c(=O)[nH]c(=O)n2C
47) CCCCn1c(SCC(=O)Nc2cc(C(F)(F)F)cc(C(F)(F)F)c2)nnc1C(CC)N(C)C (stereo not drawn)
48) CC(=O)Nc1ccc(NC(=O)c2cc(C3CC3)nc3c2cnn3C(C)C)cc1

screen / no.	41	42	43	44	45	46	47	48
ABCB6 inh 2	98	94	99	101	90	99	96	103
Glyco luc inh	2	-6	2	-10	1	4	28*	0
H9c2 protect	-1	63*	-1	-11	10	7	-3	8
HTR2A ag	-4	3	-2	0	1	3	-4	1
MC4R ag barr	0.3	4.4	-0.1	2.4	-0.1	-0.4	5.1	3.5
ABHD5-PLIN5 inh	1	-6	-1	0	3	-2	5	-6
MC4R antagonist	6	15	1	11	22	-7	-4	-11
aDG glyco up	-0.1	-0.7	0.5	0.0	-0.1	-0.1	0.1	0.4
Exocytosis inh	-3	-1	-2	2	-1	-10	19	-1
iPSC survival up	-0.4	11	-1.1	-0.6	-1.3	0.6	-0.3	-0.1

49) CCc1nn(CC(=O)NCCN2CCN(C)CC2)c(=O)c2cc3occc3n12
50) COc1cccc(C2N(c3ccccc3)CCN2c2ccccc2)c1OC
51) CC(C)(C)OC(=O)C[C@H]1C/C=C\C[C@@H](CC(=O)N[C@@H](CO)Cc2ccccc2)C(=O)NC[C@H](c2ccccc2)OC1=O
52) CCOC(=O)COc1cc(N)c(Cl)cc1Cl
53) COc1ccc(-c2cc(C3CCNCC3)[nH]n2)cc1
54) Cc1cccc(C)c1OCc1cc(C(=O)N(C)Cc2cc(C3CC3)n[nH]2)no1
55) CCc1ccccc1NC(=O)N1C2CCCC1CC(NC(=O)C(C)(C)C)C2 (stereo not drawn)

screen / no.	49	50	51	52	53	54	55
ABCB6 inh 2	110	95	98	103	95	95	103
Glyco luc inh	2	1	3	-1	-3	-2	0
H9c2 protect	9	-2	7	10	10	-6	6
HTR2A ag	8	2	3	2	-8	-1	1
MC4R ag barr	-0.3	0.3	1.2	1.0	-0.7	3.2	-2.1
ABHD5-PLIN5 inh	1	-5	-2	4	2	12	1
MC4R antagonist	2	-1	17	10	21	7	7
aDG glyco up	-0.1	-0.3	0.4	0.1	-0.1	0.8	0.4
Exocytosis inh	0	-1	-9	-1	-4	19	-1
iPSC survival up	-0.4	-0.5	-3.7	-1.9	-0.9	0.1	-2.1
